B2AR arrestin: recruits beta-arrestin to the human beta2-adrenergic receptor. AID 492947. beta-arrestin recruitment to beta2AR, cell-based reporter. P07550. 330,000 compounds, 0.02% hits. Potency, µM (doses to about 46.1 µM), without a hit: top-dose activation, usual class: activators;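 also: potency is read from the fitted curve at half-maximal effect; 0% = DMSO controls and full agonism = EC100 isoproterenol or metaproterenol; nearly all actives have a fitted effect of over 65% in size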
TSHR antagonist: antagonists of human thyroid stimulating hormone receptor. TSHR-expressing cells, TSH-stimulated cAMP HTRF, 2 h; hits give low values. activity change, negative = inhibition, % at 11.5 µM. 330,000 compounds, 0.2% hits;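 active = activity change below a set negative limit, meaning inhibition stronger than a set level, cut at about -70% in these data; inconclusive = activity change between two set negative limits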; also: % is scaled to controls: 0 for no effect and ±100 for the full control effect
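Cell-based HTRF cAMP assay; TSHR cells + compound, TSH EC80 (4nM final), 2 h, 37 deg C. Lysis with anti-cAMP cryptate and cAMP-d2, 30 min RT, read 665/620 nm.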
uPA surface inh: inhibitors of cell surface uPA generation; cell surface uPA generation assay, qHTS; Potency, µM (series often up to 38.3 µM), for the others: at the top dose activity change, negative = inhibition, most hits filed as inhibitors; 330,000 compounds, 0.31% hits; AID 540303; active = well fitted inhibition curve with a large enough effect; inconclusive = small, poorly fitted or top-dose-only effect; inactive = no such curve, though single readings can be large or run the other way; tested in mouse RAW 264.7 cells; also: potency is read from the fitted curve at half-maximal effect; % is scaled to controls: 0 for no effect and ±100 for the full control effect; nearly all actives have a fitted effect of over 55% in size
ELG1 repair inh: blocks ELG1-dependent DNA repair in HEK293T cells | 330,000 compounds, 2.3% hits | Potency, µM (top dose mostly 46.1 µM), inactives show at the top dose activity change, negative = inhibition, actives largely listed as inhibitors | HEK293T ELG1-luciferase reporter, luminescence, 16 h; DNA damage induced by 5-fluorouridine; also: potency is read from the fitted curve at half-maximal effect; % is scaled to controls: 0 for no effect and ±100 for the full control effect; nearly all actives have a fitted effect of over 55% in size
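DMSO vehicle served as the neutral condition. Each well held 2,000 cells given 5-fluorouridine plus compound; after 16 hr at 37 °C/5% CO2, ONE-Glo was added and luciferase measured 30 min later.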
Eya2 phos inh: inhibitors of human Eya2 phosphatase activity | O00167 | recombinant Eya2, OMFP fluorescence dephosphorylation (OMFP is methylfluorescein phosphate) | Potency, µM (top dose mostly 76.9 µM), for the others: at the top dose activity, negative = inhibition, actives largely listed as inhibitors | 330,000 compounds, 0.006% hits; also: potency is read from the fitted curve at half-maximal effect; % is scaled to controls: 0 for no effect and ±100 for the full control effect
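Eya2 (0.2 uM) preincubated 10 min at ambient with compound, then OMFP substrate added at 50 uM; 10 min reaction in 50 mM HEPES pH 7.5, 50 mM NaCl, 5 uM MgCl2, 0.05% BSA, 1 mM DTT. Fluorescence read at Ex 485/Em 525 nm.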
USP2a inh: inhibitors of human ubiquitin-specific protease USP2a; Potency, µM (series often up to 38.3 µM), for inactives: at the highest dose activity change, negative = inhibition, most hits filed as inhibitors; O75604; 330,000 compounds, 0.01% hits; USP2 core, Ub-CHOP2 coupled fluorogenic reporter, 485/531;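 also: potency is read from the fitted curve at half-maximal effect; plate controls were DMSO wells for no effect and full inhibition by NEM control for full effect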
Target sequence (O75604 whole entry, looked up): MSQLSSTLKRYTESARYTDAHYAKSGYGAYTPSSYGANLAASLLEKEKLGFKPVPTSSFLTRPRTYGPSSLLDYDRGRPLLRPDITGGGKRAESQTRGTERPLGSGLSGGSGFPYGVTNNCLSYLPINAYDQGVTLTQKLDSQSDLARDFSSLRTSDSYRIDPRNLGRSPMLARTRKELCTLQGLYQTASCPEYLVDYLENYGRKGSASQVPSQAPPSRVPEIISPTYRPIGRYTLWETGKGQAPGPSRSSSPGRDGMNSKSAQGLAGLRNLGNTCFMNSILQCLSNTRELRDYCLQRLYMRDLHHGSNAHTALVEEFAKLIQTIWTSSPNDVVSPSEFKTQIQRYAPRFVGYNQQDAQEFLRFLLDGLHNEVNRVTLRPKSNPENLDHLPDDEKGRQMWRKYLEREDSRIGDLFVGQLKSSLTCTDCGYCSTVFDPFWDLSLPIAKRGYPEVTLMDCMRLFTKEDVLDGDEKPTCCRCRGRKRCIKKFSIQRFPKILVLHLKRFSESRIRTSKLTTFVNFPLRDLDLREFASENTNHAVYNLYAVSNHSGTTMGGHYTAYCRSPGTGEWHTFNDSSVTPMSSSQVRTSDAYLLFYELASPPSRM
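Deubiquitinase activity read as fluorescence (485/531 nm) after Ub-CHOP2 cleavage activates the enterokinase reporter on its substrate; USP2 core 10nM, Ub-CHOP2 and substrate 25nM each, 30min compound preincubation then 60min RT; data normalized to NEM, curves fitted.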
Mito fusion yeast: inhibitors of mitochondrial division or activators of mitochondrial fusion; S. cerevisiae fusion-defective mutant growth rescue, CellTiterGlo 48 h; Potency, µM (top dose mostly 46.1 µM), without a hit: at the top dose growth rescue (activation), actives largely listed as activators; 320,000 compounds, 0.23% hits; AID 485298;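 also: potency is read from the fitted curve at half-maximal effect; % of control where 0% means no effect; nearly all actives have a fitted effect of over 45% in size; temperature-sensitive fusion mutants such as fzo1-1 at 37 °C on non-fermentable ethanol glycerol medium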
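Compounds are tested for their ability to restore growth of mitochondrial fusion-defective yeast strains at non-permissive 37C in YPEG medium over 48 hours. Viability is quantified by luciferase luminescence.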
BCR signal inh: chronic active BCR signaling inhibition | ABC-DLBCL IkBa-CBG/CBR reporter, luminescence ratio, 4 h | Potency, µM (titrated, usually from 46.1 µM), without a hit: at the highest dose ratio change, negative = lower green/red ratio, most hits filed as inhibitors | 340,000 compounds, 0.05% hits; active = well fitted inhibition curve with a large enough effect in the signal ratio, with a control signal flat, not every such curve was filed as active; inconclusive = small, poorly fitted or top-dose-only effect, or effect the other way, or a change in a side signal; the % refers to the signal ratio;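 also: potency is read from the fitted curve at half-maximal effect; plate controls were basal doxycycline-induced cells for no effect and cells given 10 µM MG132 for full effect; MG132 reads +100%, hits lower the ratio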
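Doxycycline induced both beetle luciferases in TMD8 lymphoma cells; IKK-driven degradation limits the IkappaBalpha-fused green signal, while red luminescence normalises for cell number and nonspecific effects. Compounds tested up to 46 uM, 4 hrs.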
PTAP TSG101 blk: blocks PTAP/TSG101 interaction to inhibit HIV-1 budding; Q99816; Fluorescence polarization, FITC-PTAP peptide / Tsg101 binding; Potency, µM (highest dose often 115 µM), for the others: at the top dose activity change, negative = inhibition, actives largely listed as inhibitors; 340,000 tested, under 10 active; AID 493005; active = well fitted inhibition curve with a large enough effect in the main read-out, with a control signal flat, not every such curve was filed as active; inconclusive = small, poorly fitted or top-dose-only effect, or effect the other way, or a change in a side signal; inactive = no such curve, though single readings can be large or run the other way; also: potency is read from the fitted curve at half-maximal effect; % of control where 0% means no effect
Target sequence (Q99816 whole entry, looked up): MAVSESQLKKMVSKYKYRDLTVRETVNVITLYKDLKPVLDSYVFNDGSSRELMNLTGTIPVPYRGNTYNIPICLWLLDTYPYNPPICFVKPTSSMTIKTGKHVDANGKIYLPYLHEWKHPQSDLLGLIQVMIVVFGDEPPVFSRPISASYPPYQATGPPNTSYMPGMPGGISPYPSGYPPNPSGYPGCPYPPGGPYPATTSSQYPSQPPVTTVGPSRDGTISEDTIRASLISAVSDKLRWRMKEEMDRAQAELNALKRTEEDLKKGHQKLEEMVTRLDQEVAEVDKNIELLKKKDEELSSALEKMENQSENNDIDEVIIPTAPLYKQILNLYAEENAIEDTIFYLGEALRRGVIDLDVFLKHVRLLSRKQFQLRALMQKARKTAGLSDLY
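Fluorescence polarization binding of Tsg101 binding domain (10 uM final) to FITC-labeled PTAP peptide (50 nM final) in HEPES pH 7.5 buffer with NaCl, Tween 20, EDTA, TCEP. Compounds added before peptide; binding 20 min at RT.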
Tb PFK block: T. brucei PFK enzyme inhibition; T. brucei PFK, ADP-Glo luminescence; Potency, µM (top dose mostly 57.5 µM), inactives show at the top dose activity, negative = inhibition, usual class: inhibitors; 330,000 compounds, 0.17% hits;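 also: potency is read from the fitted curve at half-maximal effect; 0% = uninhibited 1x PFK enzyme wells and -100% = no-enzyme wells; nearly all actives have a fitted effect of over 60% in size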
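1.25 nM PFK with 0.5 mM F6P and 0.1 mM ATP in 0.1 M TEA pH 8.0, 5 mM MgCl2, incubated 45 min at room temperature; ADP measured by ADP-Glo luminescence; compounds titrated up to 57 uM.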
TCR activator: T cell receptor activation; primary human leukocytes, anti-CD3, IL-2 HTRF, 48 h; Potency, µM (highest dose often 9.22 µM), without a hit: at the top dose activation of IL-2 secretion, usual class: activators; 330,000 tested, under 10 active; AID 504894; also: % of control where 0% means no effect
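Activity was scored as IL-2 release from primary human leukocytes given only a TCR signal (a-CD3 beads) plus compound for 48 hr. Detection used a two-antibody HTRF format read at 665nm.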
* marks the source's active call; other numbers are inactive results; ? = inconclusive; · = no result given; [ ] = dose if it differs, or a comment. Unless noted, calls follow the shape of the dose curve; as a rule, active = well fitted curve in the direction sought with a large enough effect; inconclusive = small, poorly fitted or top-dose-only effect, or another doubt; inactive = no such curve, though single readings can be large; an effect the other way counts as inactive or inconclusive. Compounds were not picked by outcome; about 3% have a hit in one of these screens.

SMILES	B2AR arrestin	TSHR antagonist	uPA surface inh	ELG1 repair inh	Eya2 phos inh	USP2a inh	Mito fusion yeast	BCR signal inh	PTAP TSG101 blk	Tb PFK block	TCR activator
Cc1ccc(NC(=O)C(C)c2cccc(C(=O)c3ccccc3)c2)cc1 (stereo unspecified)	-0.2%	-25	5%	5%	6%	-9%	11%	?	-2%	0%	·
COc1ccccc1C(=O)NC(=O)COC(=O)c1ccc([N+](=O)[O-])cc1Cl	0.0%	-2	7%	13%	7%	-7%	1%	2%	-1%	0%	5%
Cc1ccc(C(=O)NCCSc2snnc2C)cc1	0.0%	3	-1%	?	6%	1%	-2%	-1%	-2%	-2%	3%
NS(=O)(=O)c1cccc(NC(=O)COC(=O)CSCc2ccccc2)c1	-2.4%	·	5%	-5%	-7%	-7%	·	-2%	3%	-8%	1%
Cc1[nH]nc2nc(SCC(=O)NCC3CCCO3)n(-c3ccc(Br)cc3)c(=N)c12 (stereo unspecified)	-0.5%	-6	-5%	-25%	4%	-1%	3%	10%	0%	2%	1%
Cc1ccc(C(=O)Nc2nc3ccccc3n3nnnc23)cc1	-0.3%	3	·	?	1%	-2%	2%	6%	-2%	-3%	·
Cc1ccc(C)c2nc3sc(C(=O)O)cc3cc12	-0.3%	-9	0%	14%	6%	1%	8%	?	-5%	?	10%
O=C(Cc1ccccc1)NNC(=S)NC(=O)c1cccnc1	-0.5%	-1	6%	-24%	-5%	-2%	8%	1%	-5%	-2%	4%
O=C(CNC(=O)c1ccc(Cl)cc1Cl)OCc1nc2ccccc2s1	-0.7%	-2	-1%	?	5%	-1%	-1%	?	-10%	6%	-9%[46.1 µM]
Cc1ccc(NC(=O)C2CCN(S(=O)(=O)c3ccc4[nH]c(=O)oc4c3)CC2)cc1F	0.0%	-17	5%	19%	12%	2%	1%	8%	2%	0%	2%
Cc1cc(Cl)ccc1OC(C)C(=O)Nc1ccc(C(=O)Nc2ccccc2C(=O)O)cc1 (stereo unspecified)	-0.4%	?	-7%	-3%	12%	-4%	-2%	?	-8%	?	-4%
Cc1ccc(N(CC(=O)NC2CCCCC2)C(=O)CNC(=O)c2ccco2)c(C)c1	0.0%	2	-8%	15%	-12%	0%	2%	-5%	-5%	4%	-7%
OCCc1ccc(-c2ccc(Cl)cc2)o1	0.0%	0	8%	?	-2%	0%	5%	?	-9%	-6%	-11%
CCCOc1ccc(N2C(=O)CC(N3CCN(c4ccccc4OC)CC3)C2=O)cc1 (stereo unspecified)	-0.3%	-9	-16%	-6%	4%	5%	-2%	5%	-7%	1%	-6%
COC(=O)/C(=C1/Oc2cc(C)oc(=O)c2S1)C(F)(F)F	14%	-23	-15%	?	-27%	2%	13%	-14%	-1%	-4%	0%[46.1 µM]
CCCCn1c(C)cc2c(c1=O)[C@H]1O[C@](CCCC)(Cc3cc(OC)c(OC)cc31)O2	0.2%[9.22 µM]	·	·	·	2%[15.4 µM]	1%[7.66 µM]	0%[9.22 µM]	-8%[9.22 µM]	·	2%[11.5 µM]	·
CCN(CC(=O)Nc1c(F)cccc1F)C(=O)CNC(=O)C1CCCCC1	-0.1%	15	3%	21%	-14%	-1%	-3%	6%	-1%	-2%	-3%
Cc1csc2ncc(C(=O)NC(C)c3ccccc3)c(=O)n12 (stereo unspecified)	-0.2%	-5	-34%	0%	5%	3%	4%	2%	-4%	-4%	0%
Cn1cc(Cl)c(C(=O)OCC(=O)Nc2ccc(S(N)(=O)=O)cc2)n1	0.1%	-9	-16%	15%	3%	2%	0%	-13%	1%	1%	4%
CCOC(=O)CNC(=O)C1CCC(CNS(=O)(=O)c2cccc3nsnc23)CC1 (stereo unspecified)	0.1%	2	5%	10%	4%	0%	8%	-5%	-2%	-6%	-4%
Cc1nc2ccc(S(=O)(=O)N(C)CC(=O)N3CCc4ccccc4C3)cc2s1	-0.2%	-11	-1%	4%	4%	3%	4%	1%	-1%	11%	5%
Cc1ccc(NC(=O)CSc2nnc(Cn3c(=O)sc4ccccc43)n2C)cc1	-0.7%	-2	1%	4%	-18%	-2%	-1%	0%	-2%	3%	0%[46.1 µM]
CC(=O)c1c(C)n([O-])c2cc(C)ccc2[n+]1=O	0.0%	-8	-2%	-3%	-2%	5%	-2%	0%	2%	1%	-7%
Cc1cccc(C)c1Nc1nnc(SCC(=O)Nc2ncc(C(F)(F)F)cc2Cl)s1	-1.3%	-6	?	-11%	-2%	0%	11%	0%	0%	-8%	-4%[46.1 µM]
COc1ccc([N+](=O)[O-])cc1NC(=O)CCS(=O)(=O)c1ccc(Br)cc1	0.2%	-7	6%	-8%	-3%	0%	0%	3%	-2%	-11%	1%

3 compounds from above, sorted by the number in TSHR antagonist, ascending.
SMILES	B2AR arrestin	TSHR antagonist	uPA surface inh	Eya2 phos inh	PTAP TSG101 blk	Tb PFK block	TCR activator
Cc1ccc(C)c2nc3sc(C(=O)O)cc3cc12	-0.3%	-9	0%	6%	-5%	?	10%
O=C(Cc1ccccc1)NNC(=S)NC(=O)c1cccnc1	-0.5%	-1	6%	-5%	-5%	-2%	4%
Cc1ccc(C(=O)NCCSc2snnc2C)cc1	0.0%	3	-1%	6%	-2%	-2%	3%

(listing goes on)
SMILES	B2AR arrestin	TSHR antagonist	uPA surface inh	ELG1 repair inh	Eya2 phos inh	USP2a inh	Mito fusion yeast	BCR signal inh	PTAP TSG101 blk	Tb PFK block	TCR activator
c1ccc(-c2noc(C34CC5CC(CC(C5)C3)C4)n2)cc1	-0.1%	-1	2%	?	1%	2%	2%	?	-4%	0%	1%
CCNc1ccc(S(N)(=O)=O)cc1[N+](=O)[O-]	-0.4%	5	1%	5%	-1%	-1%	-2%	-3%	-2%	0%	-3%
CCOC(=O)c1c(C)[nH]c(C=C2C(=O)CCCC2=O)c1O	1.0%	-15	-1%	-2%	5%	5%	1%	2%	-3%	-13%	-6%[46.1 µM]
COc1ccc(SCCCn2c(=O)c3c(ncn3C)n(C)c2=O)cc1	-0.1%	0	-3%	-1%	3%	0%	11%	-18%	-1%	4%	1%
O=C(N/N=C/c1ccc[nH]1)c1ccc([N+](=O)[O-])cc1	-0.5%	5	-8%	?	0%	3%	-4%	?	-3%	0%	5%
O=C(Nc1ccc(C(=O)N2CCCCC2)cc1)c1ccc(Br)cc1	-0.2%	-9	-5%	-7%	24%	1%	5%	-2%	0%	-2%	-2%
CCOc1ccc(S(=O)(=O)NCCC2=CCCCC2)c2ccccc12	0.0%	-3	8%	0%	-4%	-18%	3%	20%	·	-3%	·
Cc1ccc(-c2nc(CS(=O)(=O)CC(=O)NC3CC3)c(C)o2)cc1	0.0%	15	12%	2%	-4%	3%	-4%	2%	-2%	14%	8%
COc1ccc(-c2csc(Nc3ccc(S(=O)(=O)Nc4cc(OC)nc(OC)n4)cc3)n2)cc1	0.4%	-24	5%	6%	-23%	?	11%	-12%	-2%	-2%	-5%[46.1 µM]
CCOc1ncccc1C(=O)NCc1ccccc1	-0.2%	2	·	12%	-9%	0%	0%	2%	·	-1%	0%[46.1 µM]
COc1ccc(Br)cc1/C=N/Nc1ccc(Cl)c(C(=O)O)c1	0.1%	32	-2%	?	17%	-2%	-8%	0%	-6%	-1%	-2%
CCN(CC)CCn1c(=N)n(CCOc2ccccc2)c2ccccc21	0.0%	4	·	-20%	11%	2%	2%	?	-7%	?	-7%
CCOc1ccc(CCNC(=O)COC(=O)/C=C/c2ccc(C)o2)cc1OCC	-1.0%	-16	-2%	13%	-3%	1%	-1%	-2%	0%	-9%	8%
Cc1ccc(NC(=S)NCCN2CCOCC2)cc1F	0.4%	29	-1%	1%	-21%	8%	-2%	-10%	-2%	10%	0%
COC(=O)c1c(NC(=O)c2ccco2)sc2c1C(C(=O)OC)CC2 (stereo unspecified)	0.0%	-13	-11%	?	-6%	1%	-1%	1%	-2%	-7%	3%
